HEK293 NOD2/NF-kB: NOD2 signaling inhibitors, cell-based, luminescence, uHTS, HEK293 (AID 1566) | 290,000 compounds, 0.63% hits | inhibition, % at 4 µM; hits with a dose series show EC50 in µM | HEK293 NOD2/NF-kB luciferase reporter, luminescence; higher % means a stronger effect; note: many of its hits are not listed in these tables
HIV peptide binding: inhibitors of HIV fusion peptide binding, primary screen, biochemical, uHTS, fluorescence dequenching (AID 1986) | cell-free peptide binding, fluorescence dequenching, 30 min; higher % means a stronger effect | 290,000 compounds, 0.3% hits | one-dose inhibition, % at 20 µM; IC50 in µM for titrated hits; in the data active = inhibition mostly above about 52%, no sharp cut-off; inactive = mostly below about 76%; note: some results filed as inactive read as strong as hits
West Nile antiviral: West Nile virus antiviral activity, cell-based, CPE readout (AID 1621); West Nile virus-infected cells, CPE inhibition; higher % means a stronger effect; one-dose CPE inhibition, % at 10 µM; IC50 in µM for titrated hits; 290,000 compounds, 0.02% hits; in the data active = a potency from the dose series; note: strong numbers were not always called active
KOR beta-arrestin-1: kappa opioid receptor blockers – cell-based, luminescence, uHTS (AID 1778); KOR beta-arrestin recruitment, luminescence, antagonist mode; higher % means a stronger effect; inhibition, % at 10 µM, or IC50 in µM where a hit was titrated; 290,000 compounds, 0.091% hits; note: strong numbers were not always called active
NS5 inhibitors: Dengue-2 NS5 methyltransferase inhibitors, primary screen, biochemical, confirmation dose response (AID 588689); Dengue-2 NS5 methyltransferase capping enzyme assay, biochemical; higher % means a stronger effect; one-dose inhibition, % at 25 µM; IC50 in µM for titrated hits; 340,000 compounds, 0.3% hits; in the data active = a potency from the dose series
Yfh1-off respiration: enhancers of respiration in Yfh1-depleted yeast, dose response, Friedreich's ataxia, plus single-dose screen (AID 1465); S. cerevisiae Yfh1-off respiration, WST-1 reduction, 72 h; higher fold induction means a stronger effect; fold induction at 50 µM; hits with a dose series show EC50 in µM; 220,000 compounds, 0.074% hits;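 active = fold induction of absorbance versus untreated yeast above a set limit, then at least 30% activation at any dose in follow-up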;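 note: activators that raise dye reduction in frataxin-depleted yeast; strong numbers were not always called active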
NOD1 inhibition: NOD1 signaling inhibitors, primary screen, cell-based, luminescence, uHTS (AID 1578); 290,000 compounds, 1% hits; NOD1-driven NF-kB luciferase reporter cells, luminescence; higher % means a stronger effect; inhibition, % at 4 µM; hits with a dose series show EC50 in µM; in the data active = inhibition mostly above about 36%, no sharp cut-off; inactive = mostly below about 34%;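 note: HEK-293T reporter cells stimulated with the NOD1 agonist gamma-tri-DAP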
AID2073: inhibitors of Mint1-CaV2.2 protein interaction, biochemical, HTRF (AID 2073) | HTRF protein-protein interaction, Mint1-CaV2.2; higher % means a stronger effect | inhibition, % at 20 µM; hits with a dose series show IC50 in µM | 290,000 compounds, 0.19% hits; in the data active = inhibition mostly above about 51%, no sharp cut-off; note: some results filed as inactive read as strong as hits
KOR beta-arrestin-2: KOR agonists, beta-arrestin recruitment, primary screen, cell-based, luminescence, uHTS (AID 1777) | 280,000 compounds, 0.02% hits | KOR beta-arrestin recruitment, luminescence; higher % means a stronger effect | activation, % at 10 µM; hits with a dose series show EC50 in µM; in the data active = activation above about 50%, passing the limit was not always enough; note: a part of the inactive calls stands beside numbers as strong as those of hits
NS5 inhibitors pilot replicate: recorded beside NS5 inhibitors, whose call it bears; inhibition, %; measured here: pilot screen replicate inhibition
Active calls of the source: *; i = inactive; / = no result given; [ ] = another dose, or the depositor's remark. Cut-off read from the data, not from the text of the source, unless noted: active = inhibition above about 50%; inactive = the rest. Not all compounds are listed (hit frequency here may not be typical).

SMILES | HEK293 NOD2/NF-kB | HIV peptide binding | West Nile antiviral | KOR beta-arrestin-1 | NS5 inhibitors | Yfh1-off respiration | NOD1 inhibition | AID2073 | KOR beta-arrestin-2 | others
O=C(C1COc2ccccc2O1)N1CCc2ccccc2C1 (configuration not stated) | 6% | -1.0% | 0.2% | 9% | -8% | i | 46%* | 7% | -0.7%
O=C(CSc1nnc(CNC(=O)c2cccc(C(F)(F)F)c2)o1)NC1CCCC1 | 19% | -1.7% | -0.3% | 12% | 1% | / | -6% | 8% | 0.6%
CCCNC(=O)NC(=O)c1cnccc1C(F)(F)F | 13% | 0.2% | 0.2% | -6% | 4% | i | 2% | 6% | -0.6%
COc1ccc(Cc2nnc(SCC(=O)N3CCN(c4ccccc4)CC3)o2)cc1 | -10% | 0.1% | -1.0% | -19% | -9% | i | / | -2% | 6.5%
Cc1ccc(OCC(=O)Nc2ccccc2-c2ccccc2NC(=O)COc2ccc(C)cc2)cc1 | -8% | 1.5% | -0.2% | -20% | 1% | i | -8% | 3% | -0.5%
Cc1cc(=O)n(-c2ccc3ccccc3n2)[nH]1 | -7% | 2.6% | 0.4% | 20% | 1% | i | -18% | 18% | -1.4% | NS5 inhibitors pilot replicate=-6.7
Cc1ccc(C)c(S(=O)(=O)N=Nc2c(O)[nH]c3ccccc23)c1 | 4% | -3.4% | 0.7% | 3% | -7% | i | -25% | -8% | -1.7%
C[C@@H](NC(=O)OC(C)(C)C)C(=O)NCC1CCC(C(=O)N[C@@H](Cc2ccccc2)C(=O)O)CC1 (some centres not stated) | 11% | -0.3% | 0.0% | -10% | 0% | / | 8% | 10% | -0.8%
Cc1cccc(C(C(N)=O)c2ncc(C(F)(F)F)cc2Cl)c1 (configuration not stated) | 15% | 0.7% | 0.0% | -17%[20 µM] | -2% | i | -20% | -7% | -10%
OCCCNc1nc(-c2ccccc2)c2cc(Br)ccc2n1 | 11% | -1.8% | 0.4% | -11% | -3% | / | 2% | 19% | 2.1%
Cc1cccc(NC(=O)c2cc(-c3ccc(C)s3)nc3ccccc23)n1 | 11% | 2.3% | -1.6% | -32% | -1% | i | 7% | 19% | 20%
Cc1cccc(NC(=O)CSc2nnc([C@@H](N)Cc3ccccc3)o2)c1C | 1% | -2.9% | -0.4% | -3% | -7% | i | -18% | -6% | 1.0%
Clc1ccc(-c2cc(CSc3cccc(Cl)c3)on2)cc1 | -35% | 0.5% | -0.1% | -17% | -5% | i | 0% | 1% | -1.5%
C/C(=N\NC(=O)c1cccc(S(=O)(=O)N2CCCCC2)c1)c1ccc(C)o1 | 14% | 0.2% | 0.0% | -8% | -7% | i | 3% | 16% | -1.4%
Cc1ccc(NCc2ccccc2)cc1 | 6% | 0.1% | 0.0% | 8% | -5% | i | -17% | -6% | -0.6%
COc1ccccc1-c1cn[nH]c1-c1ccc(O)cc1O | 35% | -3.1% | -0.9% | 18% | -5% | / | 3% | 10% | -1.1%
COc1ccccc1OCC#CCn1ccnc1 | -13% | -0.5% | -0.2% | -18% | -7% | i | -30% | 2% | -1.9%
CCOc1ccccc1C(=O)N(C)Cc1cc2ccccc2[nH]c1=O | 0% | -2.4% | -0.1% | -27% | -1% | i | -14% | -7% | -0.5%
CC1CC(C)(C)NC(=S)N1CC(=O)NCc1ccc2c(c1)OCO2 (configuration not stated) | 0% | -2.1% | -0.1% | 3% | -4% | i | -35% | -19% | -1.8%
O=[N+]([O-])c1ccccc1S(=O)(=O)N1CCN(CC2CC=CCC2)CC1 (configuration not stated) | -8% | -0.3% | -0.5% | 8% | -3% | i | -51% | -15% | -4.1%
COC1(c2ccccc2)NC(=S)NN=C1c1ccccc1 (configuration not stated) | 10% | -1.8% | -0.1% | 6% | -20% | i | -4% | -24% | -4.8%
CC(=O)Nc1ccc(S(=O)(=O)N2CCc3ccccc3C2)cc1 | 18% | 0.1% | -0.6% | -39% | -4% | i | -1% | 9% | 2.6%
O=C(COC(=O)CC1CC2CCC1C2)NC(=O)NC1CCCC1 (configuration not stated) | 8% | 0.3% | 0.1% | -22%[20 µM] | -6% | i | -28% | -13% | -0.8%
COc1ccc(CCC(=O)NCc2ccco2)cc1 | -1% | 10% | -0.2% | -6% | -1% | i | / | 8% | 1.5%
Cc1cc2c(cc(C(=O)NCc3cccnc3)n2Cc2ccc(Cl)cc2)o1 | -1% | 8.1% | 0.3% | 26% | -6% | i | -19% | 4% | 4.1%
O=C1CN(C(=O)COC(=O)CNS(=O)(=O)/C=C/c2ccccc2)c2ccccc2N1 | 10% | -2.8% | 0.5% | -16% | -9% | i | 6% | 5% | 0.6%
CC1CCN(C(=O)CCCC(=O)O)CC1 | 3% | -0.6% | 0.0% | 22% | -4% | i | -13% | 5% | 5.9%
Cc1cc(C)n(-c2ccnc3cc(Cl)ccc23)n1 | 9% | 2.1% | 0.0% | -8% | -10% | / | -5% | 6% | 4.3%
CCC(C)c1ccc(O)c(/C=N/O)c1 (configuration not stated) | -3% | -1.8% | -1.0% | -34% | -10% | i | -7% | 7% | -0.9%
COc1ccc(C=O)cc1COc1ccc(Cl)cc1[N+](=O)[O-] | -14% | 1.3% | 1.2% | -46% | -13% | i | -2% | 28% | 6.3%

Quoted at random: six records from the list, in no set order.
SMILES | HEK293 NOD2/NF-kB | HIV peptide binding | West Nile antiviral | KOR beta-arrestin-1 | NS5 inhibitors | Yfh1-off respiration | NOD1 inhibition | AID2073 | KOR beta-arrestin-2 | others
Cc1cc(C)n(-c2ccnc3cc(Cl)ccc23)n1 | 9% | 2.1% | 0.0% | -8% | -10% | / | -5% | 6% | 4.3%
CCC(C)c1ccc(O)c(/C=N/O)c1 (configuration not stated) | -3% | -1.8% | -1.0% | -34% | -10% | i | -7% | 7% | -0.9%
CC(=O)Nc1ccc(S(=O)(=O)N2CCc3ccccc3C2)cc1 | 18% | 0.1% | -0.6% | -39% | -4% | i | -1% | 9% | 2.6%
Cc1cc2c(cc(C(=O)NCc3cccnc3)n2Cc2ccc(Cl)cc2)o1 | -1% | 8.1% | 0.3% | 26% | -6% | i | -19% | 4% | 4.1%
COc1ccc(C=O)cc1COc1ccc(Cl)cc1[N+](=O)[O-] | -14% | 1.3% | 1.2% | -46% | -13% | i | -2% | 28% | 6.3%
COC1(c2ccccc2)NC(=S)NN=C1c1ccccc1 (configuration not stated) | 10% | -1.8% | -0.1% | 6% | -20% | i | -4% | -24% | -4.8%

(further entries)
SMILES | HEK293 NOD2/NF-kB | HIV peptide binding | West Nile antiviral | KOR beta-arrestin-1 | NS5 inhibitors | Yfh1-off respiration | NOD1 inhibition | AID2073 | KOR beta-arrestin-2 | others
CCOC(=O)c1cc2sccc2n1CC(=O)Nc1ccc2c(c1)OCCO2 | -9% | -0.1% | 0.1% | -29% | -1% | i | -24% | 27% | 2.2%
Cc1cccc(C)c1NC(=S)N/N=C/c1c(Cl)cccc1Cl | -9% | -0.3% | 0.6% | -15% | 4% | i | -38% | 20% | 0.7%
CC(=O)N1c2ccc(N=Cc3cc(Br)cc(Br)c3O)cc2CC1C (configuration not stated) | 6% | 7.0% | 0.1% | -18% | / | i | 0% | 22% | 7.6%
OCCCc1nc2ccccc2n1Cc1ccccc1 | 11% | 0.2% | -1.5% | -23%[20 µM] | -6% | / | -22% | -1% | -9.5%
O=C(Nc1ncccc1Cl)c1ccccc1F | 8% | -0.7% | -0.7% | -22% | -6% | i | -31% | -1% | 2.5%
COc1cc(CCC(=O)Nc2cnc3ccccc3c2)cc(OC)c1OC | 2% | -0.4% | -0.2% | -10% | 0% | / | -8% | 27% | 5.1%
O=C(CSc1nnc(CNC(=O)c2c(F)cccc2F)o1)NCc1ccco1 | -4% | -0.6% | 0.8% | -12% | 3% | / | -26% | 26% | 7.2%
CCN(C(C)=O)c1nc(CSc2nnc(NC(C)C)s2)cs1 | 23% | -5.1% | -0.1% | 7% | 0% | i | 25% | -2% | -0.8%
Cc1c(CN2CCCC(CO)(Cc3cccc(Cl)c3)C2)cnn1C (configuration not stated) | 5% | 0.0% | -0.7% | -12%[20 µM] | 0% | i | -3% | 16% | 2.7%
COc1ccccc1C(=O)CSc1n[nH]c(N)n1 | 7% | 33% | -0.7% | -19% | -4% | i | 66%* | -17% | 3.0%
O=C(O)c1ccccc1C(=O)Nc1ccccn1 | -11% | 0.5% | -0.3% | -23% | 1% | i | -10% | 1% | -0.7% | NS5 inhibitors pilot replicate=3.9
COc1ccc(OCc2cccc(C(=O)Nc3cc(C)on3)c2)cc1 | -62% | 0.6% | 0.2% | -1% | 19% | i | 10% | 11% | -5.7% | NS5 inhibitors pilot replicate=3.0
NC(=S)N/N=C/c1coc2cc(Br)ccc2c1=O | -10% | 1.1% | -0.6% | 8% | 7% | i | -9% | 41% | 3.7%
Cc1cc(C)cc(-n2nnc(C(=O)NCc3ccccc3)c2N)c1 | -8% | -0.8% | -0.3% | 34% | 9% | i | -25% | -1% | -3.6%
Cc1ccc(-n2ncc3c(=O)n(CC(=O)NC4CCCCC4)cnc32)cc1C | -4% | -0.8% | 0.0% | -12% | -2% | i | -18% | 26% | 2.4%
c1ccc2c(N3CCCCC3)nnc(N3CCCCC3)c2c1 | -1% | 0.1% | -0.5% | 27% | / | i | -9% | 3% | -1.5%
CCOC(=O)c1cnn(-c2ccccc2)c1NC(=O)c1ccccc1 | -4% | 0.2% | -0.4% | 9% | -8% | i | -5% | 6% | -1.4%
COc1ccc(NS(=O)(=O)c2ccc3c(c2)CCCN3C(C)=O)cc1 | 14% | -2.6% | -0.2% | 5% | -4% | / | 27% | 16% | -4.1%
CCN1/C(=C2\C(=O)N(c3ccccc3)N=C2C)C=Cc2cc(C)ccc21 | 3% | -0.3% | -0.5% | 28% | 9% | i | -16% | 4% | -0.2%
COCCN(CCOC)S(=O)(=O)c1ccc(C(=O)Nc2ccc(S(=O)(=O)Nc3nccc(C)n3)cc2)cc1 | 13% | 1.9% | 1.3% | 5% | 0% | i | -21% | -5% | -2.3%
O=C(CCNC(=O)C1CCN(S(=O)(=O)c2ccc(F)cc2)CC1)NCc1ccc(F)cc1 | -2% | 2.2% | -0.2% | -4% | 0% | / | -15% | 6% | 1.4%
CC(C)(C)NS(=O)(=O)c1ccc2nc(NC(=O)c3ccc(N4C(=O)CCC4=O)cc3)sc2c1 | 4% | 1.2% | 0.1% | 24% | -2% | i | -34% | 29% | -5.2%
CC(C)(C)n1cnc2cc(NC(=O)c3ccc(Cl)cc3)ccc21 | -108% | -0.3% | -0.5% | -3% | -6% | / | 0% | 7% | -3.1%
COc1ccccc1N1CCN(C(=O)c2cccc(N3C(=O)NC4CC3(C)Oc3ccccc34)c2)CC1 (configuration not stated) | 3% | 7.4% | -0.2% | -43% | -1% | i | 11% | 11% | 4.5%
N#Cc1nc(COc2ccc(Cl)cc2Cl)oc1N1CCOCC1 | -17% | 0.1% | 0.4% | -32% | -7% | i | -31% | 6% | 0.1%
COC(=O)c1c(-c2ccccc2)csc1N | -7% | 0.2% | -0.7% | 13% | 2% | i | -32% | 0% | -2.8%
O=C(COC(=O)c1cccs1)c1ccc2ccccc2c1 | 8% | -0.9% | -0.1% | 32% | 7% | i | -3% | 5% | 3.4%
Cc1c(NC(=S)NC(=O)CSc2ccc(Cl)cc2)cccc1C(=O)O | -10% | 4.2% | -0.2% | 7% | -1% | / | -24% | 16% | -1.6%
